FEN1 inh: inhibitors of human flap endonuclease 1; Potency, µM (doses to about 114 µM), inactives show top-dose activity change, negative = inhibition, usual class: inhibitors; 390,000 tested, 0.35% active; P39748; Recombinant FEN1 flap cleavage, fluorescence, 15 min; active = well fitted inhibition curve with a large enough effect; inconclusive = small, poorly fitted or top-dose-only effect; inactive = no such curve, though single readings can be large or run the other way; also: nearly all actives have a fitted effect of over 65% in size
Target sequence (P39748 whole entry, looked up): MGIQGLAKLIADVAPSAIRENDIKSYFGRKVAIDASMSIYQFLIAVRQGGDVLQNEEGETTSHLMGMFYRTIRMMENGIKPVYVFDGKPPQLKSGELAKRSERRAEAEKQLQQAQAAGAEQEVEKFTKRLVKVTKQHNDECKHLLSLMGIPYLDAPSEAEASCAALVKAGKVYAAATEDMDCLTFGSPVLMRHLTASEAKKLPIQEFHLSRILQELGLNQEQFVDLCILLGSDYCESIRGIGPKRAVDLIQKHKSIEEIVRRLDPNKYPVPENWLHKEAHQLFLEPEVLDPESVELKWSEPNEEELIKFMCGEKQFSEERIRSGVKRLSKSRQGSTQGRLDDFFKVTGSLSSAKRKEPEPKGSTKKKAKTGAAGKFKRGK
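Nuclease activity of 10 nM FEN1 was measured after 15 min of room-temperature exposure to titrated compounds, by adding 50 nM flap substrate and reading plates at 0 and 15 min.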
Numbers without * were called inactive; ? = inconclusive; & = joins results of further samples; [ ] = another dose, or the depositor's remark. % is scaled to controls: 0 for no effect and ±100 for the full control effect; potency is read from the fitted curve at half-maximal effect. Some of the compounds tested; count on the stated rates, not on these rows.

SMILES	FEN1 inh
CCOC(=O)C1C(=O)C(=O)N(C2CCCCC2)C1C(=O)OCC (stereo not drawn)	11.5%
CC(=O)Nc1ccc(Nc2nc(-c3c(C)nc4ccccn34)cs2)cc1	10.4%
CC(=O)OC1CCC2(C)C(CCC3C2CC(=O)C2(C)C3CC(C3CCCC3=O)C2C(C)=O)C1 (stereo not drawn)	-4.8%
COc1ccccc1/C=C1\C=Cc2ccccc21	-20.0%
COc1ccc(C(=O)Nc2ccc3[nH]ccc3c2)cc1OC	-3.7%
O=C(CSc1nnnn1C1CC1)N1CCN(c2ccc(O)cc2)CC1	8.9%
O=c1cc(-c2cccc(F)c2)oc2ccccc12	-27.1%
CCCN1C(=O)/C(=C/c2ccc(OCc3ccc(C(=O)O)cc3)c(OC)c2)NC1=S	2.1%
O=C(NCCCCc1ccccc1)c1cccc(NC(=O)C2CCCCC2)c1	2.1%
Oc1ccc(Cl)cc1CNC1CCCCC1	3.0%
CC(C)(C)OC(=O)N1CCN(C(=O)OCC2c3ccccc3-c3ccccc32)CC1C(=O)O (stereo not drawn)	10.0%
O=C1SCCN1N=Cc1ccc([N+](=O)[O-])o1	-6.9%
COc1cc(C)ccc1OCCCOc1cc(C)ccc1Cl	-9.6%
C(#Cc1c(-c2ccsc2)sc2ccccc12)c1ccsc1	-22.9%
Cc1ccc(S(=O)(=O)n2nc(OC(=O)c3ccco3)cc2N)cc1	0.5%
CC(C)Cn1cnc2c(SCc3ccccc3Cl)nc(N)nc21	-22.0%
COc1ccccc1CN1CCN(C(=O)c2cccc3ccccc23)CC1	-11.1%
COc1cc(C2c3cc4c(cc3OC(N3CCCCC3)C2C)OCO4)cc(OC)c1O (stereo not drawn)	5.2%
C#CCOCCOCCOCCNc1nc(N2CCN(C(=O)Cn3cc(CC(C)O)nn3)CC2)nc(N2CCN(C(=O)[C@H]([C@@H](C)CC)n3cc(CCCCN)nn3)CC2)n1 (stereo partly drawn)	16.0%
c1ccc(-c2cnnc(-c3ccccn3)n2)cc1	-20.8%
OC(CBr)C[n+]1cccc2cc(Br)ccc21 (stereo not drawn)	12.1%
COC(=O)CCC(C)C1CCC2C3CCC4CC(O)CCC4(C)C3CC(O)C12C (stereo not drawn)	-17.6%
CN(/N=C/c1ccccc1)C(=S)c1ccccc1	-19.9%
O=C(O)C[C@H]1c2ccccc2S(=O)(=O)N1C1CCCC1	-2.9%&16.9%
Cn1c(=O)c2[nH]c(C(O)c3ccc(Cl)cc3)nc2n(C)c1=O (stereo not drawn)	0.0%
CC12CCCCC1=CC(=O)CC2 (stereo not drawn)	1.4%
CC(C)c1ccc(C2OCC(C)([N+](=O)[O-])CO2)cc1 (stereo not drawn)	0.7%
CCC1CCc2c(sc(N)c2C(N)=O)C1 (stereo not drawn)	-6.2%
COc1ccccc1Oc1nc2c(c(=O)n(C)c(=O)n2C)n1Cc1cccc(Br)c1	5.5%
CN(C)c1c(Cl)cc(/C=C/c2ccnc3ccccc23)cc1Br	-31.4%
CN(CC(=O)Nc1ccc(F)c(F)c1F)C(=O)Cc1ccc(S(=O)(=O)N2CCOCC2)s1	2.0%
Cc1sc2ccccc2[n+]1CCCC[n+]1c(C)sc2ccccc21	4.3%
COc1c(C=O)c2c(c(OC)c1OC)-c1ccc(OC)c(=O)cc1C(NC(C)=O)CC2 (stereo not drawn)	-5.9%
Cc1cccc(NS(=O)(=O)c2cccc(C(=O)NCC(c3ccc(F)cc3)N3CCOCC3)c2)c1 (stereo not drawn)	-7.5%
CCOC(=O)N1CCC(NS(=O)(=O)c2cc3c(cc2Br)CCN3C(=O)CC)CC1	-2.9%
CN(C(=O)c1cccc(NC(=O)Cc2ccc(NC(=O)C3CCCN(C(=O)C4CCCCC4)C3)cc2)c1)C1CCCC1 (stereo not drawn)	7.2%
CN(C(=O)c1cccc(NC(=O)Cc2ccc(NC(=O)C3CCCN(S(=O)(=O)c4cccc([N+](=O)[O-])c4)C3)cc2)c1)C1CCCCC1 (stereo not drawn)	-6.4%
O=C(NCc1ccccc1)C1=C[C@@H](c2ccc3c(c2)OCO3)C[C@@H](OCc2ccc(CO)cc2)O1	-13.7%
O=C(CSc1nc2ccccc2c(=O)n1CC1CCCO1)N1CCN(c2ccccc2)CC1 (stereo not drawn)	4.6%
CN(C(=O)c1cccc(NC(=O)Cc2ccc(NC(=O)C3CCN(C(=O)C4CCCC4)CC3)cc2)c1)C1CCC1	3.3%

Pulled by compound from the entries so far:
SMILES	FEN1 inh
O=c1cc(-c2cccc(F)c2)oc2ccccc12	-27.1%
OC(CBr)C[n+]1cccc2cc(Br)ccc21 (stereo not drawn)	12.1%
C(#Cc1c(-c2ccsc2)sc2ccccc12)c1ccsc1	-22.9%
CC(C)Cn1cnc2c(SCc3ccccc3Cl)nc(N)nc21	-22.0%
CN(/N=C/c1ccccc1)C(=S)c1ccccc1	-19.9%
O=C(NCc1ccccc1)C1=C[C@@H](c2ccc3c(c2)OCO3)C[C@@H](OCc2ccc(CO)cc2)O1	-13.7%
Oc1ccc(Cl)cc1CNC1CCCCC1	3.0%

The results go on:
SMILES	FEN1 inh
CC(C)(CNC(=O)c1ccccc1F)CNC(=O)c1ccccc1F	-1.8%
CNC(=O)CSc1nc2cc(S(=O)(=O)Nc3ccc(OC)cc3)ccc2o1	-8.4%
CCCCOc1ccc(CC(=O)N(C)OC)cc1	0.0%
COc1ccc(C=CC(=O)c2cc(O)ccc2O)cc1	-25.8%
COc1ccc(OCC(=O)N2CCN(C(=O)c3cccc(OC)c3OC)CC2)cc1	-1.7%
O=C1C=C(c2ccc(F)nc2)CCC1	5.3%
CCC(=Cc1ccccc1O)c1ccncc1	-14.2%
O=[N+]([O-])c1cccc(S(=O)(=O)Nc2ccc(S(=O)(=O)Nc3nccs3)cc2)c1	5.0%
CCOC(=O)c1ccccc1N/C=C/C(=O)c1ccccc1	-20.5%
CC(C)C[C@@H](CN)NC(=O)c1nc[nH]c1C(=O)N[C@@H](C)C(=O)CNC[C@H](C)NC(=O)c1nc[nH]c1C(=O)N[C@@H](CC(C)C)C(=O)O	-7.3%
O=C1NC(=O)C2(CCCC2)N1	-1.5%
O=C(O)CNC(=O)C1(NC(=O)OCc2ccccc2)CCCC1	36.8%[activator]
O=C(NNC(=O)c1ccncc1)Nc1ccc(N=Nc2ccccc2)cc1	-10.8%
C#Cc1ccc([C@@H]2C=C(C(=O)NCc3ccccc3)O[C@H](OCCCCO)C2)cc1	-3.6%
COc1cc2c(c(OC)c1CC=C(C)C)C[C@H](c1ccc(O)cc1O)CO2	?
CC(=O)NC(CC(C)C)C(=O)NC(CO)C(=O)NC(CCC(=O)O)C(=O)NC(C)C(=O)NC(CC(C)C)C(N)=O (stereo not drawn)	1.0%
Nc1c(-c2ccccc2)nnn1Cc1ccccc1	-12.7%
CCN(CC(=O)NCc1cccs1)S(=O)(=O)c1cc(NC(C)=O)ccc1OC	14.1%
O=C(NCCNc1ccc([N+](=O)[O-])cc1)c1cc(F)c(F)cc1Cl	1.1%
COc1cccc(N=NC2C(=O)N(C(N)=S)N=C2C)c1 (stereo not drawn)	11.9%
CC1CCCc2sc3nc(SCC(=O)c4ccc(Br)cc4)nc(N)c3c21 (stereo not drawn)	-19.7%
CC(C)CC(CO)N1CCN(C(=O)c2ccccc2)CCC1=O (stereo not drawn)	16.7%
CCS(=O)(=O)N1CCC(C(=O)OCC(=O)c2ccc(Br)cc2)CC1	0.8%
CCCCOc1ccc(Cl)cc1Nc1nc(NCCO)nc(N2CCCC2)n1	-23.7%
CCOC(=O)c1c(NC(=O)c2cccs2)sc(C(=O)N2CCOCC2)c1C	-10.4%
Cn1c(O)c(C=NCCCCCC(=O)O)c(=O)n(C)c1=O	-12.0%
O=C(/C=C/c1ccccc1)Nc1cccc(C(=O)NCCCCc2ccccc2)c1	8.3%
CC1=N/C(=C\c2ccccc2Cl)C(=O)O1	10.9%
CCOC(=O)c1nn(C)c(=S)n(C)c1=O	-1.1%
O=C(C[n+]1ccccc1Cl)c1cccc([N+](=O)[O-])c1	-14.1%
COc1ccc(C2C(C#N)=C(N)Oc3cc(O)ccc32)cc1 (stereo not drawn)	-5.4%
CN(C(=O)c1cccc(NC(=O)Cc2cccc(NC(=O)C3CCN(C(=O)C4CC4)CC3)c2)c1)C1CC1	-2.9%
COC(=O)C1N[C@@H]([C@@H](NC(=O)COc2ccccc2)C(=O)NCc2ccc(OC)cc2)SC1(C)C (stereo partly drawn)	-9.2%&-7.3%
Cc1ccc(NC(=O)C2CC(=O)N(c3ccccc3Cl)C2)cc1S(=O)(=O)N1CCOCC1 (stereo not drawn)	-2.1%
C=CC(=O)Nc1cccc(CN2C(=O)N(c3cc(OC)cc(OC)c3)Cc3cnc(NCCCCN(CC)CC)nc32)c1	-11.4%
O=C1c2cc(O)cc(O)c2C(=O)c2c1cc(O)c([C@@H](CO)CCO)c2O	?
COc1ccc(C(=O)NCCn2cc(SCC(=O)Nc3nnc(C)s3)c3ccccc32)cc1	-15.3%
COc1ccccc1NS(=O)(=O)c1ccc(C)c(C(=O)NCC(c2cccs2)N2CCOCC2)c1 (stereo not drawn)	-16.8%
CN(C)CC1CCC/C(=C\c2ccc(OC(=O)/C=C/c3ccccc3)cc2)C1=O (stereo not drawn)	11.8%
COc1cc(-c2ccc3oc(-c4ccsc4)cc3c2)cc(OC)c1OC	5.3%
CC(=O)Nc1ccc2ccccc2c1[N+](=O)[O-]	10.8%
O=C(COc1ccccc1C(=O)Nc1ccccc1)Nc1ccc(Br)cc1	-11.5%
CCN(CC)CCC=C(c1cccs1)c1cccs1	-4.5%
O=S(=O)(c1cccc(F)c1)N1CCN(c2nc(-c3cccs3)nc3ccccc23)CC1	-5.0%
CC(C)(c1cc(Cl)c(O)c(CN2CCOCC2)c1)c1cc(Cl)c(O)c(CN2CCOCC2)c1	-19.9%
CNc1nc(Cl)nc2c1ncn2-c1ccccc1	-4.5%
O=[N+]([O-])c1ccc(COc2cccc(CN3CCOCC3)c2)cc1	17.7%
O=S1(=O)CCOC[C@H](Cc2ccccc2)N1Cc1ccccc1Br	-31.8%&-16.9%
Cn1ncc2c(=O)[nH]nnc21	4.9%
COc1ccc(NC(=O)C2CCOC2=O)cc1 (stereo not drawn)	0.7%
O=C1NC(Cc2ccccc2)C(=O)N1Cc1ccccc1 (stereo not drawn)	-10.5%
Cc1ccc(Cn2cnc3c(cnn3C(C)(C)C)c2=O)c(F)c1	-14.4%
CCOc1ccccc1NC(=O)c1cccnc1	4.4%
CCN1C[C@@H]2[C@@H]3C(=O)N(Cc4ccccc4)C(=O)[C@@H]3[C@](Cc3ccccc3)(C1=O)N2C(=O)c1ccc(Br)cc1	9.1%
Cc1cc(Cl)ccc1NC(=S)NCCc1ccc(S(N)(=O)=O)cc1	0.2%
CC(O)CN(CC(C)O)c1ccc2c(c1)Cc1cc([N+](=O)[O-])ccc1-2 (stereo not drawn)	4.7%
CN(C)c1ccc(-c2ccc(CCO)cc2)cc1	-6.7%
CN(C)S(=O)(=O)c1ccc(Cl)c(NC(=O)COC(=O)CNS(=O)(=O)c2c(F)cccc2F)c1	20.5%
COc1ccc(S(=O)(=O)N(C)CC(=O)NCCCN2CCOCC2)cc1C	-7.9%
Cc1ccc(-c2nc3ccccc3o2)cc1NC(=O)C(C)Oc1ccccc1 (stereo not drawn)	1.8%

Some of the entries above, set out differently.
| FEN1 inh | structure |
| --- | --- |
| 0.7% | COc1ccc(NC(=O)C2CCOC2=O)cc1 (stereo not drawn) |
| -10.5% | O=C1NC(Cc2ccccc2)C(=O)N1Cc1ccccc1 (stereo not drawn) |

Continuation.
SMILES	FEN1 inh
CN1OC[C@@H]2CN(C(=O)C(C)(C)C)[C@H](c3cccc(-c4ccccc4)c3)C[C@@H]21	8.6%
CCCC(=O)N(C)c1ccc(/C=C2\C=Cc3ccccc32)cc1	-8.3%
O=C(O)/C=C/c1ccc2ccccc2c1	?
CC12CCC3c4ccc(O)cc4CCC3C1CC(=NO)C2O (stereo not drawn)	-4.4%
CCOc1ccccc1C=NN1CCCCCC1	-0.7%
O=C(COc1cccc(C(F)(F)F)c1)Nc1cccc(S(=O)(=O)NC2=NCCCCC2)c1	5.7%
COc1ccc(S(=O)(=O)N2CCCCC2)cc1C(=O)N1CCCCCC1	-8.0%
Cc1ccc(C(C)C)c(O)c1C(=O)O	9.1%
Cc1cc(NC(=O)COC(=O)c2ccccc2OCCOc2ccccc2)ccc1Br	4.3%
O=C(COc1ccc2oc3c(c2c1)CCCC3)Nc1ccc(Br)cc1	-13.6%
CN(CC(=O)Nc1cccc(S(=O)(=O)N2CCCC2)c1)CC(=O)Nc1ccc(F)c(F)c1F	-5.1%
Cc1cc(NS(=O)(=O)c2ccc(NC(=O)COc3cc(C)c(Br)cc3C(C)C)cc2)no1	-0.6%
CC1CC2CCCC(O)=C2C(=O)O1 (stereo not drawn)	20.1%
COc1cccc(C2C(C(N)=O)=C(C)Nc3ncnn32)c1 (stereo not drawn)	17.1%
CCOc1cc(/C=N/NC(=O)N/N=C/c2ccc(O)c(OCC)c2)ccc1O	-20.9%
CC(C)(C)N(Cc1ccc2c(c1)OCO2)C(=O)/C=C\S(=O)c1ccccc1 (stereo not drawn)	-11.0%
COC(=O)C1C2CCCCC1C(=O)O2 (stereo not drawn)	-1.5%
COCCn1c(=O)[nH]c2cc(C(=O)N3CCN(Cc4ccc5c(c4)OCO5)CC3)ccc2c1=O	18.2%

Molecules listed so far containing a furan ring, fused or not, in the order listed:
SMILES	FEN1 inh
O=C1SCCN1N=Cc1ccc([N+](=O)[O-])o1	-6.9%
Cc1ccc(S(=O)(=O)n2nc(OC(=O)c3ccco3)cc2N)cc1	0.5%
COc1cc(-c2ccc3oc(-c4ccsc4)cc3c2)cc(OC)c1OC	5.3%
O=C(COc1ccc2oc3c(c2c1)CCCC3)Nc1ccc(Br)cc1	-13.6%
